NTR1 agonist – NTR1-driven beta-arrestin-GFP spot formation – imaging, U2OS cells, high content, primary screen (AID 493036); 0.17% of 330,000 active; agonist mode; P30989; activation, % at 20 µM;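 active means activation at or above 40% of the spot to cytoplasm intensity ratio, with at least 20 cells analyzed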;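 further: 0% = DMSO without peptide and 100% = 100 nM NTR1 peptide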
Target sequence (P30989 whole entry, looked up): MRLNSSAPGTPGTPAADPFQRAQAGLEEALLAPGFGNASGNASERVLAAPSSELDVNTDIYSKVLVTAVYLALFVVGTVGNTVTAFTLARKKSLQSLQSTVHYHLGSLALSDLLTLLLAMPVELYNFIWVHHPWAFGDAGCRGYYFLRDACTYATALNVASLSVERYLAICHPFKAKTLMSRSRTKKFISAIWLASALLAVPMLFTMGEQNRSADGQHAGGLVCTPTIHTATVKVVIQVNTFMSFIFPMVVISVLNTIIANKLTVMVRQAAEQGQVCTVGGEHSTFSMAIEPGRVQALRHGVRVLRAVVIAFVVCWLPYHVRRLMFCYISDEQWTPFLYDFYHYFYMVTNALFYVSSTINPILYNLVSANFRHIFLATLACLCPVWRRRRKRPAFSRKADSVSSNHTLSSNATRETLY
T cell HTS – T cell immune modulators affecting CD8 T cell-vesicle binding. AID 2052. calls only at 7 µM. 0.068% of 330,000 active. 2C CD8+ T cell-vesicle binding, flow cytometry; hits give low values;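 active means response, share of CD8 T cells binding vesicles, and their 90th percentile fluorescence all below set limits, cut at about 80% in these data, passing the limit was not always enough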
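System: murine 2C transgenic CD8+ T lymphocytes; also added: QL9-loaded Drosophila micro-vesicles; times: binding 1.5 h at 37 °C; measured by: flow cytometry, PE anti-B7-1 (FL2) versus Alexa647 anti-CD8 (FL8), PFA-fixed; control set: Peptide-free naked vesicles (low) and QL9 vesicles with 0.7% DMSO vehicle (high)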
MgcRacGAP inhibition – MgcRacGAP GTPase-activating activity inhibitors, confirmation, biochemical, ADP Hunter fluorescence. MgcRacGAP-stimulated Rac1 GTP hydrolysis, ADP Hunter fluorescence; higher % means a stronger effect; GST-tagged Rac1 F28L mutant substrate. inhibition, % at 30 µM; hits with a dose series show IC50 in µM. 0.6% of 340,000 active;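 active means first-screen hits whose inhibition reached a set limit at any dose in the follow-up dose series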;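 further: fluorescence reports GDP produced by GAP-driven GTP hydrolysis; strong numbers were not always called active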
GPR55 antagonists – inhibition of LPI-stimulated GPR55 beta-arrestin translocation – imaging, U2OS, beta-arrestin-GFP, LPI agonist, primary screen (AID 2013); 0.13% of 290,000 active; U2OS GPR55 beta-arrestin-GFP translocation imaging, LPI antagonism; higher % means a stronger effect; one-dose inhibition, % at 10 µM; IC50 in µM for titrated hits;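 active means spots per cell inhibited over 60%, with over 100 cells counted and total cytoplasm intensity under 500,000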;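 further: U2OS cells stably carrying GPR55 and arrestin-GFP stimulated by 5 µM LPI near EC80; imaged beta-arrestin-GFP aggregate spots per cell after agonist stimulation; plate controls were LPI-stimulated DMSO wells for no effect and DMSO wells without LPI for full effect; some results filed as inactive read as strong as hits; confirmed hits need IC50 under 10 µM and bright autofluorescent wells are also inconclusive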
LYP inhibition – PTPN22 lymphoid phosphatase activity blockers – biochemical, fluorescence intensity, uHTS (AID 1779). recombinant LYP phosphatase, fluorescence intensity; higher % means a stronger effect. one-dose inhibition, % at 11.5 µM; IC50 in µM for titrated hits. 0.054% of 290,000 active; in the data active means inhibition above about 50%;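 further: plate controls were vehicle with enzyme for no effect and no enzyme for full effect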
GPR35 antagonists – GPR35 antagonists blocking zaprinast-driven arrestin recruitment, primary screen, imaging, U2OS, beta-arrestin-GFP, zaprinast agonist (AID 2058). U2OS GPR35 beta-arrestin-GFP translocation imaging, zaprinast antagonism; higher % means a stronger effect. inhibition, % at 10 µM, or IC50 in µM where a hit was titrated. 0.052% of 290,000 active;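 active means inhibition of at least 50% with at least 30 cells and total cytoplasm GFP at most 10,000,000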
Large T inhibition – SV40 large T antigen inhibitors, biochemical (AID 1903) | SV40 large T antigen ATPase/helicase inhibition assay; higher % means a stronger effect | inhibition, % at 20 µM; hits with a dose series show IC50 in µM | 0.39% of 310,000 active; in the data active means a potency from the dose series; further: strong numbers were not always called active
Lipid droplet – modulators of hepatic lipid droplet formation. inhibition, % at 6.5 µM. AML12 mouse hepatocytes, oleate lipid droplets, BODIPY imaging. 0.4% of 240,000 active. AID 1656;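 active means lipid droplet intensity inhibited by at least 50%, with more than 500 cells counted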
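System: AML12 hepatocytes (mouse). Probe or stimulus: oleic acid at 100 µM to induce lipid droplet formation. Times: overnight treatment with compound plus oleate. Detection: Image-based BODIPY and DAPI two-channel analysis. Evaluation: percent inhibition of filter-corrected integrated lipid droplet intensity per well.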
GPR55 beta-arrestin – GPR55 agonists via beta-arrestin recruitment, primary screen, imaging, U2OS cells, beta-arrestin-GFP redistribution (AID 1961) | U2OS GPR55 beta-arrestin-GFP redistribution imaging; higher % means a stronger effect | activation, % at 10 µM, or EC50 in µM where a hit was titrated | 0.048% of 290,000 active;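 active means activation above 40% with more than 50 cells counted in the well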;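 further: U2OS osteosarcoma cells stably expressing GPR55 and beta-arrestin-GFP; plate controls were DMSO negative control for no effect and LPI positive control for full effect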
Lipid droplet cells 6.5 µM – further read-out of Lipid droplet, marked with its call; cell count; measured here: cell count, cytotoxicity flag;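 cells counted across two imaged fields per well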
T cell HTS vesicle-bound % – recorded beside T cell HTS, whose call it bears; double positive events, %; measured here: CD8+ vesicle-bound cell fraction;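 binding gate set so that unloaded-vesicle control wells show 10% double positive cells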
NTR1 agonist cell count 20 µM – second read-out of NTR1 agonist, no call of its own (marks repeat the call); cell count; measured here: cell count, cytotoxicity flag
An asterisk follows results filed as active; i = inactive; . = not tested or not shown.

Results follow in this order: GPR35 antagonists | T cell HTS | GPR55 antagonists | LYP inhibition | NTR1 agonist cell count 20 µM | Large T inhibition | NTR1 agonist | T cell HTS vesicle-bound % | Lipid droplet | MgcRacGAP inhibition | GPR55 beta-arrestin | Lipid droplet cells 6.5 µM
Cc1cccc2cc(C3CC(c4ccco4)=NN3S(=O)(=O)c3ccccc3)c(Cl)nc12 (centres undefined)
    8% | i | -8% | 3% | 66 | 4% | 1.4 | 49 | 11 | 7% | 0.1% | 652
CCOc1ccc(N2CC(O)(c3ccc(F)cc3)[N+]3=C2CCCC3)cc1 (centres undefined)
    -9% | i | 1% | -3% | 46 | 7% | -0.3 | 46 | -39 | 7% | 1.3% | 664
Cc1ccc2c(c1)N(CC(=O)NCC(C)c1ccccc1)C(=O)c1cccnc1O2 (centres undefined)
    4% | i | 4% | -11% | 59 | . | 1.1 | 44 | -36 | -1% | 0.4% | 800
CCNC(=O)C/C(C)=N/NC(=O)C12CC3CC(CC(C3)C1)C2
    -5% | i | . | -8% | 86 | 17% | 0.2 | 32 | . | -7% | 0.3% | .
CCc1ccc(Oc2coc3cc(O)ccc3c2=O)cc1
    -1% | i | -8% | -5% | 81 | 6% | 0.2 | 53 | 2 | . | -0.3% | 810
CCOc1ccc(Cl)cc1CNc1nnnn1C
    -3% | i | 4% | -8% | 71 | 5% | 0.1 | 37 | -3 | 0% | -0.1% | 697
Cc1ccc(S(=O)(=O)N2CCOCC2)cc1C(=O)Nc1ccc(S(=O)(=O)Nc2nccs2)cc1
    0% | i | 2% | -2% | 73 | 8% | -1.1 | 35 | 0 | 9% | 0.2% | 744
COc1cccc2c1OCC(CN1CCN(C3CCCCC3)C(CCO)C1)=C2 (centres undefined)
    8% | i | 10% | -6% | 62 | 10% | -0.7 | 48 | -8 | -4% | 0.2% | 667
CCOC(=O)/C=c1\s/c(=C\c2ccccc2OC)c(=O)n1CC(=O)N1CCOCC1
    -15% | i | 7% | -2% | 42 | 15% | -0.2 | 46 | . | 4% | -0.1% | .
COc1ccc(C)cc1Nc1nc(-c2c(C)[nH]c3ccccc23)cs1
    -3% | i | 6% | -7% | 81 | 2% | -1.2 | 53 | 20 | 11% | 0.0% | 677

In a second layout: results already given
| smiles | GPR35 antagonists | T cell HTS | GPR55 antagonists | LYP inhibition | NTR1 agonist cell count 20 µM | Large T inhibition | NTR1 agonist | T cell HTS vesicle-bound % | Lipid droplet | MgcRacGAP inhibition | GPR55 beta-arrestin | Lipid droplet cells 6.5 µM |
| --- | --- | --- | --- | --- | --- | --- | --- | --- | --- | --- | --- | --- |
| CCOC(=O)/C=c1\s/c(=C\c2ccccc2OC)c(=O)n1CC(=O)N1CCOCC1 | -15% | i | 7% | -2% | 42 | 15% | -0.2 | 46 | . | 4% | -0.1% | . |
| Cc1cccc2cc(C3CC(c4ccco4)=NN3S(=O)(=O)c3ccccc3)c(Cl)nc12 (centres undefined) | 8% | i | -8% | 3% | 66 | 4% | 1.4 | 49 | 11 | 7% | 0.1% | 652 |

Further entries:
Results follow in this order: GPR35 antagonists | T cell HTS | GPR55 antagonists | LYP inhibition | NTR1 agonist cell count 20 µM | Large T inhibition | NTR1 agonist | T cell HTS vesicle-bound % | Lipid droplet | MgcRacGAP inhibition | GPR55 beta-arrestin | Lipid droplet cells 6.5 µM
Cc1cccc(-n2c(CCN3C(=O)c4ccccc4C3=O)nc3ccccc3c2=O)n1
    2% | . | -10% | 7% | . | 2% | . | . | -2 | 4% | 0.2% | 676
COc1ccc(CNC(=O)CSc2nc3ccc(C)cc3[nH]2)cc1
    -2% | i | 1% | -2% | 87 | 3% | -0.9 | 46 | -5 | 10% | 1.5% | 797
CC(C)(C)c1ccc(C(CC(=O)O)NS(=O)(=O)Cc2ccccc2)cc1 (centres undefined)
    5% | i | -6% | -4% | 99 | -4% | -1.5 | 53 | 1 | 11% | 0.3% | 693
CCC(=O)Nc1cccc(NC(=O)c2ccc3c(c2)OCO3)c1
    2% | i | -8% | -6% | 92 | 12% | -0.6 | 59 | -1 | 6% | -0.4% | 558
COc1ccc(/C=N/N=C2/NC(=O)C(CC(=O)O)S2)cc1OCc1ccc(Cl)cc1Cl (centres undefined)
    11% | i | 13% | 24% | 55 | 6% | -0.9 | 37 | 27 | 37% | 0.0% | 734
O=C(O)C1CCCCC1C(=O)NCc1ccc2c(c1)OCO2 (centres undefined)
    2% | i | 10% | -6% | 60 | 17% | 0.5 | 64 | 7 | . | 0.5% | 676
Cc1ccc(NC(=O)CCS(=O)(=O)c2cccc3nonc23)cc1Cl
    11% | i | 2% | -8% | 42 | 1% | 0.0 | 18 | -3 | 4% | -0.2% | 875
O=[N+]([O-])c1ccc(Cl)c(CN2CCCCCC2)c1
    -11% | i | -3% | -12% | 74 | 2% | 0.4 | 53 | -1 | 9% | 0.0% | 837
O=C(Cn1cc(C(=O)c2ccco2)c2ccccc21)Nc1ccccc1
    3% | i | 4% | -8% | 48 | -1% | -0.8 | 34 | -14 | 13% | 0.0% | 780
Cc1nnc2ccc(N3CCN(c4ccccn4)CC3)nn12
    0% | i | -6% | -6% | 76 | 1% | 1.1 | 31 | . | 4% | -0.1% | .
COC(=O)c1cc(COc2ccc3ccc(=O)oc3c2)c(C)o1
    -13% | i | 9% | -5% | 87 | 5% | 0.6 | 64 | 4 | 10% | -0.2% | 709
CCOCCCNC(=O)CSc1nc2nc(C)c(Cc3ccccc3)c(C)n2n1
    3% | i | -3% | -3% | 59 | 7% | 2.4 | 33 | -6 | 7% | -0.8% | 652
CC1CCN(CC(O)COc2ccc(-c3ccccc3)cc2)CC1 (centres undefined)
    -3% | i | -3% | -9% | 54 | 6% | -0.1 | 60 | -5 | 0% | 0.8% | 808
COc1cc(-c2nn3c(C4CCCCC4)nnc3s2)cc(OC)c1OC
    -14% | i | -3% | 2% | 36 | 3% | 3.3 | 30 | . | 11% | -0.2% | .
CCCc1nc(S(=O)(=O)Cc2ccc(Cl)cc2Cl)n[nH]1
    -1% | i | -5% | -5% | 78 | 13% | 0.3 | 6 | . | 18% | -0.2% | .
c1ccc(-c2csc(N3CCN(c4ccccn4)CC3)n2)cc1
    -12% | i | 9% | 2% | 55 | 6% | 7.9 | 6 | 7 | 2% | -0.1% | 734
COc1ccc(CNC(=O)c2cc(S(=O)(=O)N3CCOCC3)cn2C)cc1
    -7% | i | -3% | -10% | 76 | 2% | -1.1 | 21 | -2 | 2% | 1.2% | 762
COC(=O)c1nc2nc(-c3cccs3)cc(C(F)(F)F)n2n1
    0% | i | 8% | -22% | 83 | 5% | 0.3 | 54 | 0 | 9% | -0.2% | 718
COc1ccc(Nc2ncc3c(n2)CC(c2ccccc2)CC3=O)cc1 (centres undefined)
    18% | i | 4% | -6% | 90 | 11% | 1.8 | 9 | . | 1% | -0.1% | .
CC(C)C[C@H](NC(=O)c1cc2cc(Cl)ccc2n1C)C(=O)N1CCC(C(=O)O)CC1
    2% | i | 5% | -3% | . | 4% | . | 48 | -20 | 6% | 0.2% | 677
CC1CCN(S(=O)(=O)c2ccc(NC(=O)CN3CCN(C)CC3)cc2)CC1
    -9% | i | 4% | -1% | 75 | -1% | -0.7 | 10 | -2 | 17% | 0.3% | 544
CCN(CC)c1ccc(NC(=O)COc2ccccc2C)cc1S(=O)(=O)Nc1ccccc1OC
    6% | i | 8% | 6% | 45 | 29% | 0.6 | 50 | -26 | 10% | 0.3% | 619
Cc1ccc(CCNC(=O)CS(=O)Cc2nc(-c3cccc(C)c3)oc2C)cc1 (centres undefined)
    -2% | i | -9% | -6% | 90 | 10% | 1.5 | 26 | . | 6% | -0.1% | .
Cc1ccc2[nH]c(=O)c(CN(Cc3nnnn3C3CCCC3)C3CCCCC3)cc2c1
    4% | i | -1% | -2% | 43 | 18% | 2.1 | 49 | . | -3% | 0.1% | .
NC(=O)CSc1nc2sc3c(c2c2ncnn12)CCCC3
    -15% | i | -12% | -3% | 46 | 16% | 2.9 | 43 | . | 5% | 0.3% | .
Cc1ccc(C(C(=O)NCCc2ccccc2)N(C(=O)c2csnn2)C2CC2)cc1 (centres undefined)
    1% | i | -5% | -4% | 53 | 3% | -0.4 | 48 | -7 | 4% | -0.2% | 828
Cc1c(Cl)c(C(=O)NC2C3CC4CC(C3)CC2C4)nn1C (centres undefined)
    -10% | i | 9% | -4% | 79 | 3% | -0.2 | 57 | -4 | 3% | -0.1% | 725
COc1cc2c(cc1NC(=O)C(C)N1CCN(S(=O)(=O)c3ccccc3[N+](=O)[O-])CC1)oc1ccccc12 (centres undefined)
    1% | i | 30% | -8% | 114 | 1% | -2.2 | 42 | -5 | 2% | 0.3% | 811
COc1ccccc1C1=NOC(C)(c2nnc(-c3cccc(Cl)c3)o2)C1 (centres undefined)
    . | i | . | . | 94 | 20% | 0.2 | 46 | . | 9% | . | .
O=C1NC(=O)/C(=C\c2cn(Cc3ccccc3F)c3ccccc23)N1
    -6% | i | 7% | -4% | 51 | 8% | 6.4 | 20 | 16 | 3% | 0.6% | 736
Cc1ccc(CN2CCN(Cc3ccccc3-c3ccco3)CC2CCO)o1 (centres undefined)
    2% | i | 10% | -11% | 56 | . | 1.3 | 48 | -52 | 8% | -0.1% | 678
Cc1ccc(/C=N/NC(=O)c2nnn(-c3nonc3N)c2C(C)C)o1
    3% | i | 4% | -7% | 73 | 10% | -0.5 | 33 | -3 | 2% | -0.2% | 652
CC1(C)C(=O)N(OCc2ccccc2)C(C)(C)C(=O)N1OCc1ccccc1
    8% | i | -5% | -6% | 40 | 14% | 5.3 | 50 | -2 | 7% | 0.0% | 746
COCC(=O)Nc1ccc(S(=O)(=O)Nc2ccccn2)cc1
    -7% | i | -9% | -3% | 53 | 17% | 0.5 | 46 | 10 | 2% | -0.1% | 737
O=C(CSc1nnc(C2CC2)n1Cc1ccccc1)N1CCN(S(=O)(=O)c2ccccc2)CC1
    -2% | i | -4% | -2% | 62 | 20% | 0.3 | 30 | . | 6% | 0.3% | .
Cc1c(Cl)cccc1N1C(=O)C(N2C(=O)c3cccc([N+](=O)[O-])c3C2=O)C1c1cccs1 (centres undefined)
    9% | i | . | -10% | 65 | 0% | 9.8 | 8 | . | 1% | -0.1% | .
